Screens as filed in PubChem BioAssay.
Pf Dd2 growth – P. falciparum Dd2 growth inhibition; activity change, % at 10 µM; SYBR Green, 72 h; hits give low values; AID 1159554; 2.3% of 94,000 active; in the data active = activity change below about -80%; inconclusive = no clear call, values can overlap the other calls
GASC1 inh – KDM4C (human) demethylase inhibition; Q9H3R0; GST-KDM4C 2-372, H3K9me3 peptide, LANCE TR-FRET; inhibition, % at 12.5 µM; 0.15% of 96,000 active; AID 720574;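 active = mean replicate inhibition above about 25%, with at least 55% of replicates also reaching it, limit read from the data, passing the limit was not always enough; inconclusive = only one of those two conditions met; inactive = neither condition met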
Target sequence (Q9H3R0 2-372 limits assumed): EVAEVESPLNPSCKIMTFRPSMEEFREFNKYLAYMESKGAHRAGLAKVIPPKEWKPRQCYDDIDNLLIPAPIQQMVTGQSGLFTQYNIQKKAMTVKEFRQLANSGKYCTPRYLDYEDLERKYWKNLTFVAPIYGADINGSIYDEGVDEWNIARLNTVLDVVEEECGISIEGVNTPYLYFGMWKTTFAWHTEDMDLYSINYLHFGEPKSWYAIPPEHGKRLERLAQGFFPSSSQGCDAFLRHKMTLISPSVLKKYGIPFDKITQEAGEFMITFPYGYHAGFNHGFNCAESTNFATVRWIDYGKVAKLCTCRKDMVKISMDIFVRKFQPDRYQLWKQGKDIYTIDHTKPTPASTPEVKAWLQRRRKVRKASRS
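Assay system: GST-GASC-1 enzyme fragment 2-372 | Amount: 10 nM enzyme | Medium: HEPES buffer, pH 7.5, plus ascorbate | Reagent: H3K9me3 peptide substrate, Fe(II), 2-oxoglutarate | Doses: Single-point compound screen | Incubation: 30 min demethylation and 1 h detection at room temperature | Measured by: LANCE TR-FRET, excitation 340 nm, emissions 618 and 671 nm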
T cruzi growth – inhibitors of T. cruzi proliferation; T. cruzi beta-gal in NIH3T3, GalScreen luminescence, 90 h; inhibition, % at 8.34 µM; 5.9% of 77,000 active;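 active = mean inhibition above about 93%, with at least 55% of replicates each passing it, limit read from the data, passing the limit was not always enough; inconclusive = only one of those two conditions holds; inactive = neither condition holds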
C diff growth – blocks growth of Clostridium difficile | Clostridium difficile clinical isolate growth, OD600, 24 h; hits give low values | growth activity, negative = inhibition, % at 16 µg/mL (by protocol) | 0.25% of 86,000 active | AID 1259249;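 active = mean growth activity at or below -80% and every replicate also at or below -80%; inconclusive = mean at or below -80% but some replicate above -80%; inactive = mean growth activity above -80%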;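 also: 0% = DMSO wells and -100% = levofloxacin 16 µg/mL wells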
* = called active by the depositor; & = joins results of further samples.

Results for C[C@H]1CN([C@@H](C)CO)C(=O)c2c(c3ccccc3n2C)-c2ccccc2CO[C@H]1CN(C)C(=O)[C@@H](Cc1ccccc1)N(C)C ?
Pf Dd2 growth: -69; GASC1 inh: -1.5; T cruzi growth: 52; C diff growth: 9

Results for COc1ccc(NC(=O)Nc2ccc3c(c2)[C@@H]2C[C@@H](CC(=O)NCc4ccncc4)O[C@@H](CO)[C@@H]2O3)cc1 ?
Pf Dd2 growth: 20; GASC1 inh: 0.1; C diff growth: 2

How did C[C@@H]1CN([C@H](C)CO)C(=O)c2cc(NC(=O)CCCCCC(=O)Nc3ccccc3N)ccc2O[C@@H]1CN(C)S(=O)(=O)c1ccc(Cl)cc1 do in these assays?
Pf Dd2 growth: -32; GASC1 inh: -3.5; C diff growth: -8

How did CNC[C@@H]1Oc2cc(-c3ccccc3F)ccc2S(=O)(=O)N([C@@H](C)CO)C[C@@H]1C do in these assays?
Pf Dd2 growth: 71; GASC1 inh: -0.5

Results for C[C@@H]1CN([C@@H](C)CO)C(=O)c2cc(NC(=O)Nc3ccc(F)cc3)ccc2O[C@H]1CN(C)Cc1ccncc1 ?
Pf Dd2 growth: 12; GASC1 inh: 0.7; T cruzi growth: 6; C diff growth: 1

How did O=C(C1CCCC1)N1C[C@@H]2[C@H](c3ccccc31)[C@@H](CO)N2C(=O)Cc1ccccn1 do in these assays?
Pf Dd2 growth: 1; GASC1 inh: -1.3; T cruzi growth: 13; C diff growth: -6

How did CN1c2ccc(-c3ccc(F)cc3)cc2[C@@H]2[C@@H](CCN2C(=O)Cc2cccnc2)[C@@H]1CO do in these assays?
Pf Dd2 growth: -63; GASC1 inh: -0.1; T cruzi growth: inconclusive; C diff growth: 1

Results for CC(C)NC(=O)Nc1ccc2c(c1)C(=O)N([C@H](C)CO)C[C@H](C)[C@@H](CN(C)C)OCCCC[C@@H](C)O2 ?
Pf Dd2 growth: 33; GASC1 inh: 0.4; T cruzi growth: 55; C diff growth: -2

What do the screens show for `C[C@@H]1CN([C@H](C)CO)C(=O)c2cc(NC(=O)NC3CCCCC3)ccc2O[C@@H]1CN(C)S(=O)(=O)c1ccc(F)cc1`?
Pf Dd2 growth: 12; GASC1 inh: 0.9; T cruzi growth: 9; C diff growth: -11

Results for C[C@@H]1CN([C@@H](C)CO)S(=O)(=O)c2ccc(C3=CCCCC3)cc2O[C@@H]1CN(C)S(=O)(=O)c1cn(C)cn1 ?
Pf Dd2 growth: 20; GASC1 inh: -1.6; T cruzi growth: 30; C diff growth: -1

How did C[C@H]1CN([C@@H](C)CO)S(=O)(=O)c2ccc(-c3ccncc3)cc2O[C@H]1CN(C)C(=O)CC1CC1 do in these assays?
Pf Dd2 growth: -13; GASC1 inh: 2.5; T cruzi growth: 23; C diff growth: 5

How did O=C(C[C@H]1CC[C@H](NS(=O)(=O)c2ccc(F)cc2)[C@@H](CO)O1)NC1CCCCC1 do in these assays?
Pf Dd2 growth: -4; GASC1 inh: -1.8; C diff growth: 0

What do the screens show for `C[C@@H]1CCCCO[C@H](CN(C)C(=O)Nc2ccc3c(c2)OCO3)[C@H](C)CN([C@@H](C)CO)C(=O)c2cc(NC(=O)Nc3ccc4c(c3)OCO4)ccc2O1`?
Pf Dd2 growth: -23; GASC1 inh: -0.4; T cruzi growth: 60

What do the screens show for `COc1cccc(-c2cnc3c(c2)C(=O)N([C@H](C)CO)C[C@@H](C)[C@@H](CN(C)C(=O)CN(C)C)O3)c1`?
Pf Dd2 growth: -6; GASC1 inh: 2.8; T cruzi growth: 28; C diff growth: 0

Results for O=C(C[C@@H]1CC[C@H]2[C@@H](COC[C@@H](O)CN2C(=O)Nc2cc(Cl)cc(Cl)c2)O1)NCC1CCCCC1 ?
Pf Dd2 growth: 6; GASC1 inh: -1.1; T cruzi growth: 69; C diff growth: 1

What do the screens show for `COc1ccc(NC(=O)Nc2cccc3c2O[C@H](CN(C)C(=O)Nc2ccc4c(c2)OCO4)[C@@H](C)CN([C@@H](C)CO)C3=O)cc1`?
Pf Dd2 growth: -11; GASC1 inh: 3.8; T cruzi growth: 32

How did C[C@@H]1CCCCO[C@@H](CN(C)S(=O)(=O)c2ccccc2)[C@@H](C)CN([C@@H](C)CO)C(=O)c2cc(NC(=O)Nc3cccc4ccccc34)ccc2O1 do in these assays?
Pf Dd2 growth: -59; GASC1 inh: 0.2; T cruzi growth: 52; C diff growth: -1

How did CC(=O)N(C)C[C@@H]1Oc2ncc(C#Cc3cccnc3)cc2C(=O)N([C@H](C)CO)C[C@@H]1C do in these assays?
Pf Dd2 growth: 11; GASC1 inh: -0.7; T cruzi growth: 37; C diff growth: 6

What do the screens show for `CC=Cc1ccc2n(c1=O)C[C@@H]1N[C@H]2[C@H](C(=O)NCc2ccc3c(c2)OCO3)[C@H]1CO` (mixture of isomers)?
GASC1 inh: -0.3; T cruzi growth: -14; C diff growth: 5

What do the screens show for `COCC(=O)N1C[C@H](C)[C@@H](OC)CN(C)C(=O)c2ccc(NC(=O)c3cc(C)on3)cc2OC[C@H]1C`?
Pf Dd2 growth: 15; GASC1 inh: -0.8; T cruzi growth: -2

Results for C[C@H](O)C#Cc1ccc([C@@H]2[C@@H](CO)N3CCCCN(C(=O)c4ccc(F)cc4)C[C@H]23)cc1 ?
Pf Dd2 growth: -15; GASC1 inh: -0.2; T cruzi growth: 19; C diff growth: -5

How did C[C@@H]1CN([C@H](C)CO)C(=O)CCCn2nncc2CO[C@@H]1CN(C)C(=O)Nc1ccc(C(C)(C)C)cc1 do in these assays?
Pf Dd2 growth: 8; GASC1 inh: 1.5; T cruzi growth: -30; C diff growth: 6

How did Cc1noc(C)c1NC(=O)N(C)C[C@@H]1OCCCC[C@@H](C)Oc2ccc(NS(=O)(=O)c3cn(C)cn3)cc2C(=O)N([C@@H](C)CO)C[C@H]1C do in these assays?
Pf Dd2 growth: 23; GASC1 inh: 0.6; T cruzi growth: 2; C diff growth: -3

How did C[C@H](CO)N1C[C@H](C)[C@@H](CN(C)C(=O)Cc2ccccn2)Oc2cc(-c3cccc(C(=O)N(C)C)c3)ccc2S1(=O)=O do in these assays?
Pf Dd2 growth: -3; GASC1 inh: -0.7; C diff growth: 0

Quoted at random: four entries already listed.
How did C[C@H](CO)N1C[C@H](C)[C@@H](CN(C)C(=O)Cc2ccccn2)Oc2cc(-c3cccc(C(=O)N(C)C)c3)ccc2S1(=O)=O do in these assays?
Pf Dd2 growth: -3; GASC1 inh: -0.7; C diff growth: 0

What do the screens show for `CC=Cc1ccc2n(c1=O)C[C@@H]1N[C@H]2[C@H](C(=O)NCc2ccc3c(c2)OCO3)[C@H]1CO` (mixture of isomers)?
GASC1 inh: -0.3; T cruzi growth: -14; C diff growth: 5

How did Cc1noc(C)c1NC(=O)N(C)C[C@@H]1OCCCC[C@@H](C)Oc2ccc(NS(=O)(=O)c3cn(C)cn3)cc2C(=O)N([C@@H](C)CO)C[C@H]1C do in these assays?
Pf Dd2 growth: 23; GASC1 inh: 0.6; T cruzi growth: 2; C diff growth: -3

How did C[C@@H]1CCCCO[C@@H](CN(C)S(=O)(=O)c2ccccc2)[C@@H](C)CN([C@@H](C)CO)C(=O)c2cc(NC(=O)Nc3cccc4ccccc34)ccc2O1 do in these assays?
Pf Dd2 growth: -59; GASC1 inh: 0.2; T cruzi growth: 52; C diff growth: -1

Further records follow.
What do the screens show for `COc1ccc(S(=O)(=O)N2CCCCN3[C@H](CO)[C@@H](c4ccc(C5=CCCC5)cc4)[C@@H]3C2)cc1`?
Pf Dd2 growth: 8; GASC1 inh: 0.6; T cruzi growth: 78; C diff growth: -5

Results for COc1cccc(CN2[C@@H]3CN(C(=O)c4cccnc4)c4ccccc4[C@@H]3[C@@H]2CO)c1 ?
Pf Dd2 growth: -8; GASC1 inh: 0.8; T cruzi growth: 29; C diff growth: 3

Results for CO[C@H]1CN(C)C(=O)c2ccc(NC(=O)NC(C)C)cc2OC[C@H](C)N(C(=O)C2CCC2)C[C@@H]1C ?
Pf Dd2 growth: -10; GASC1 inh: 0.6; C diff growth: 1

What do the screens show for `CO[C@@H]1CC[C@H]2CCN(C)C(=O)[C@@H](C)CN(C)C(=O)c3cc(C#N)ccc3OC[C@@H]1O2`?
GASC1 inh: -2.0; T cruzi growth: 5; C diff growth: 18

Results for COc1cccc(S(=O)(=O)N[C@@H]2CC[C@H](CC(=O)NCc3ccc(Cl)cc3)O[C@@H]2CO)c1 ?
Pf Dd2 growth: -16; GASC1 inh: -0.1; T cruzi growth: 6; C diff growth: 2

Results for CCS(=O)(=O)Nc1ccc2c(c1)C(=O)N(C)C[C@@H](OC)[C@H](C)CN(CC1CCCCC1)[C@H](C)CO2 ?
GASC1 inh: 11; T cruzi growth: -19

Results for COc1ccc(NC(=O)Nc2ccc3c(c2)C(=O)N([C@H](C)CO)C[C@H](C)[C@H](CN(C)Cc2ccncc2)O3)cc1 ?
Pf Dd2 growth: 14; GASC1 inh: 0.1; T cruzi growth: -49; C diff growth: 1

What do the screens show for `Cc1noc(C)c1NC(=O)Nc1ccc2c(c1)CC(=O)N([C@@H](C)CO)C[C@@H](C)[C@H](CN(C)S(=O)(=O)c1ccccc1)O2`?
Pf Dd2 growth: -71; GASC1 inh: -0.2; T cruzi growth: 20; C diff growth: -1

Results for CC(=O)N(C)C[C@H]1Oc2ncc(C#CCc3ccccc3)cc2C(=O)N([C@H](C)CO)C[C@H]1C ?
Pf Dd2 growth: 5; GASC1 inh: 2.0; T cruzi growth: 17; C diff growth: 1

Results for C[C@H]1CN([C@@H](C)CO)S(=O)(=O)c2ccc(C#CC3CC3)cc2O[C@H]1CN(C)C(=O)C1CCCCC1 ?
Pf Dd2 growth: -38; GASC1 inh: 0.9; T cruzi growth: 100*; C diff growth: -3

How did C[C@H](CO)N1C[C@H](C)[C@@H](CN(C)S(=O)(=O)c2ccccc2)Oc2c(NC(=O)Nc3ccc(C(F)(F)F)cc3)cccc2C1=O do in these assays?
Pf Dd2 growth: 0; GASC1 inh: -1.1; C diff growth: 4

How did COCC(=O)Nc1ccc2c(c1)[C@@H]1C[C@@H](CC(=O)N3CCc4ccccc4C3)O[C@@H](CO)[C@@H]1O2 do in these assays?
Pf Dd2 growth: -32; GASC1 inh: 0.5; T cruzi growth: 28; C diff growth: 0

Results for C[C@H](CO)N1C[C@H](C)[C@H](CN(C)S(=O)(=O)c2ccc(Cl)cc2)Oc2ccc(NC(=O)Cc3ccccc3)cc2C1=O ?
Pf Dd2 growth: 10; GASC1 inh: -1.4; T cruzi growth: 40; C diff growth: -3

How did Cc1ccc(S(=O)(=O)N(C)C[C@@H]2Oc3ccc(NS(=O)(=O)c4ccccc4)cc3C(=O)N([C@@H](C)CO)C[C@@H]2C)cc1 do in these assays?
Pf Dd2 growth: -8; GASC1 inh: -3.0; T cruzi growth: 71; C diff growth: -24

How did CO[C@@H]1CN(C)C(=O)c2cc(NS(=O)(=O)c3ccccc3C)ccc2OC[C@@H](C)N(S(C)(=O)=O)C[C@@H]1C do in these assays?
Pf Dd2 growth: 36; GASC1 inh: 1.3; T cruzi growth: -8

Results for COc1cccc(S(=O)(=O)Nc2ccc3c(c2)[C@H]2C[C@@H](CC(=O)N(C)C)O[C@@H](CO)[C@H]2O3)c1 ?
Pf Dd2 growth: 15; GASC1 inh: -0.9; T cruzi growth: -21; C diff growth: 1

How did COc1cccc(CNC(=O)C[C@H]2CC[C@H](NC(C)=O)[C@H](CO)O2)c1 do in these assays?
Pf Dd2 growth: 13; GASC1 inh: -0.9; T cruzi growth: -8

How did C[C@@H]1CCCCO[C@H](CN(C)C(=O)C2CCCCC2)[C@@H](C)CN([C@H](C)CO)C(=O)c2cc(NC(=O)Nc3ccc(F)cc3)ccc2O1 do in these assays?
Pf Dd2 growth: 8; GASC1 inh: -1.0; T cruzi growth: 7; C diff growth: 0

What do the screens show for `C[C@H]1CN([C@@H](C)CO)C(=O)Cc2cc(NC(=O)Nc3ccc4c(c3)OCO4)ccc2O[C@@H]1CN(C)CC1CC1`?
Pf Dd2 growth: -60; GASC1 inh: 0.7; T cruzi growth: 0; C diff growth: 3

Results for CC(C)CC#Cc1cnc2c(c1)C(=O)N([C@H](C)CO)C[C@H](C)[C@@H](CN(C)Cc1ccccc1C(=O)O)O2 ?
Pf Dd2 growth: 10; GASC1 inh: 1.0; C diff growth: 1

Results for C[C@H](CO)N1C[C@H](C)[C@H](CN(C)S(=O)(=O)c2cccs2)Oc2ccc(N(C)C)cc2C1=O ?
Pf Dd2 growth: 2; GASC1 inh: 6.0; T cruzi growth: -4; C diff growth: 0

Results for CC(C)CC#Cc1ccc2c(c1)O[C@H](CN(C)Cc1ccccc1)[C@@H](C)CN([C@@H](C)CO)S2(=O)=O ?
Pf Dd2 growth: -48; GASC1 inh: -1.6; T cruzi growth: 123*; C diff growth: 15

How did O=C(C[C@@H]1CC[C@H]2[C@@H](COC[C@H](O)CN2C(=O)c2ccc3c(c2)OCO3)O1)NCCN1CCCCC1 do in these assays?
Pf Dd2 growth: 16; GASC1 inh: -0.1; T cruzi growth: 72; C diff growth: 6&-4
